# Cardiac RTF inh: cardiac RTF calcium desensitization; IANBD-labeled cardiac RTF, Ca2+ fluorescence; P19429+P45379; inhibition, % at 7.15 µM; 0.12% of 340,000 active; AID 493244;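 active = inhibition above the mean inhibition of all tested compounds plus 3 SD, cut at about 17% in these data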;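 note: assay run at fixed EC70 calcium of 1.6 mM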
# CDK5 inh: CDK5/p35 (human) kinase inhibition; inhibition, % at 10 µM; 0.01% of 330,000 active; Q00535+Q15078; Recombinant CDK5/p35, ADP-Glo luminescence, 60 min;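 active = highest replicate inhibition of at least 50% and at least 75% of replicates reaching 50%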;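 note: plate controls were DMSO neutral control for no effect and GW8510 at 10 µM for full effect; many of its hits are not listed in these tables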
# NSD2 inh: NSD2 (human) methyltransferase inhibition | inhibition, % at 12.5 µM | 0.54% of 310,000 active | NSD2 peptide methylation, AlphaScreen, 120 min | AID 743445; in the data active = inhibition above about 50%
# PvdQ inh: blocks Pseudomonas aeruginosa PvdQ acylase activity; purified PvdQ acylase, fluorescence plate reader; inhibition, % at 10 µM; 0.063% of 340,000 active; AID 488965; in the data active = inhibition above about 30%, passing the limit was not always enough;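 note: 0% = vehicle neutral wells and 100% = reference inhibitor wells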
# LANA DNA inh: KSHV C-LANA DNA binding inhibition; MBP-C-LANA/FAM-LBS DNA binding, fluorescence polarization; inhibition, % at 9 µM; 0.078% of 340,000 active;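 active = highest replicate inhibition at or above 60% at 9 µM, even if other replicates fall short; inactive = all replicates below 60% inhibition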;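 note: 0% = neutral control wells and 100% = 4 µM acridine orange control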
# cardiac RTF act: cardiac RTF calcium sensitization. activation, % at 7.2 µM. 0.24% of 340,000 active. AID 493008. P19429+P45379. IANBD-labeled TnC RTF fluorescence at EC20 calcium; 0% EC20 calcium, 100% full calcium;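 active = activation above the mean over all tested compounds plus 3 SD, cut at about 30% in these data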;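 note: rise in fluorescence read as greater calcium sensitivity of cardiac thin filaments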
# Keap1-Nrf2 PPI: Keap1-Nrf2 (human) interaction inhibition. Q14145. Keap1 Kelch-Nrf2 peptide fluorescence polarization, 1536-well. inhibition, % at 9.4 µM. 0.15% of 340,000 active. AID 504523; in the data active = inhibition above about 12%;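 note: human Keap1 Kelch domain with fluorescein labeled Nrf2 9mer peptide probe; 0% = neutral control wells and 100% = peptide positive control; higher means more block of Keap1 binding to Nrf2 peptide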
# Target sequence (Q14145 whole entry, looked up, the tested form may be a part): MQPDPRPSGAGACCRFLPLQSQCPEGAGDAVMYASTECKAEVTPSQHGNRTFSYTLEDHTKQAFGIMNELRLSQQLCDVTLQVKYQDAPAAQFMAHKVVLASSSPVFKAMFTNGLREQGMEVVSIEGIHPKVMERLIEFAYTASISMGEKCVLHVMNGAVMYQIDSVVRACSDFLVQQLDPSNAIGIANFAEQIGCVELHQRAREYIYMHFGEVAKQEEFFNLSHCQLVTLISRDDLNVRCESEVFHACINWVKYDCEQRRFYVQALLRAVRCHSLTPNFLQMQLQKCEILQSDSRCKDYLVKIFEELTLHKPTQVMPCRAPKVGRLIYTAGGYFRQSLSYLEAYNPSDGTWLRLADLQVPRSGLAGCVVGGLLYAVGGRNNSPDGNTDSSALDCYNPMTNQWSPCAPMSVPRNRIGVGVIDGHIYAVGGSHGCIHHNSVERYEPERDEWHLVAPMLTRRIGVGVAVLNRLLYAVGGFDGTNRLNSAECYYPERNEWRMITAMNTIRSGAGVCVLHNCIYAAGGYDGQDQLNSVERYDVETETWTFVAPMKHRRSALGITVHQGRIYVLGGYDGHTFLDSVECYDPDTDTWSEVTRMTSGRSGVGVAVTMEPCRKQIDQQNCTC
# dFosB activator: enhances mouse delta FosB homodimer DNA binding | 0.99% of 340,000 active | activation, % at 25 µM | purified delta FosB, TAMRA-CDK5 oligo fluorescence polarization; percent of positive-control signal above neutral wells | P13346;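 active = mean activation above about 17%, with every replicate also reaching it, limit read from the data, passing the limit was not always enough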;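 note: fluorescence polarization rise as delta FosB binds a TAMRA Cdk5 AP-1 oligo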
# PfHsp90 set2: inhibits growth of yeast expressing Plasmodium falciparum Hsp90; S. cerevisiae expressing PfHsp90, BacTiter-Glo ATP, 48 h; yeast lacking PDR1 and PDR3 efflux regulators; inhibition, % at 9.4 µM; 0.32% of 310,000 active;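 active = every replicate shows inhibition above about 80%, whatever the replicate mean, limit read from the data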;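 note: 0% = DMSO neutral controls and 100% = 20 µM radicicol positive controls; yeast relying on Plasmodium falciparum Hsp90 in place of its own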
# Mot1-301 SUMO: blocks SUMOylation pathway, rescuing yeast Mot1-301 growth | S. cerevisiae Mot1-301 growth rescue, ATP luminescence, 38.5C; percent above DMSO median, 100 means doubled | growth rescue, % at 18.8 µM | 1% of 320,000 active | AID 2716;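 active = every valid replicate shows activation above 250% relative to neutral control wells; inactive = the rest, any valid replicate at or below 250%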;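 note: OY570 slx delta 5 strain wells were the positive control but not used for scaling; some compounds called inactive have numbers as strong as hits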
# Rtt109 HAT inh: C. albicans Rtt109 histone acetyltransferase inhibition; AID 540336; 0.16% of 330,000 active; purified Rtt109/Vps75, ThioGlo CoA-SH fluorescence, 4 h; inhibition, % at 34.9 µM; Q5AAJ8;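 active = inhibition of at least 50% in every replicate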
# Target sequence (Q5AAJ8 whole entry, looked up): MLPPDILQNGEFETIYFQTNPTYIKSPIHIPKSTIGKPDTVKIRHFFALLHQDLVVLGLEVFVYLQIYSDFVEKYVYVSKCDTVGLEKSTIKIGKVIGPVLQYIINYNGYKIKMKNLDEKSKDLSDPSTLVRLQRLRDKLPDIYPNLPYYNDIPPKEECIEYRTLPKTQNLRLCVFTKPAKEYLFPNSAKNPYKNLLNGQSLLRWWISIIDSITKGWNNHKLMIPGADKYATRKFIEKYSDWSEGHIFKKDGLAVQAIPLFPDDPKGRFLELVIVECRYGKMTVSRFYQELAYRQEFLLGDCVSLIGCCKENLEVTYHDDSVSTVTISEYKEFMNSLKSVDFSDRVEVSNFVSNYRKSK
# Active calls of the source: *; nt = not tested or not shown.
no.	Structure	Cardiac RTF inh	CDK5 inh	NSD2 inh	PvdQ inh	LANA DNA inh	cardiac RTF act	Keap1-Nrf2 PPI	dFosB activator	PfHsp90 set2	Mot1-301 SUMO	Rtt109 HAT inh
1	CC(C)Oc1cccc(C(=O)NC(=S)Nc2ccccc2N2CCOCC2)c1	8	-0.8	1	-5	-1.8	1	-1	-3	34	20	4
2	Cc1[nH]c2ccccc2c1C(=O)COC(=O)C1CCC(=O)N1 (stereo not given)	-2	0.0	-1	3	-1.2	-5	-5	2	5	-5	-12
3	Cc1cc(/C=N/NC(=O)c2cccc(F)c2)c(C)n1-c1ccccc1	-24	-0.7	1	-6	0.9	0	-11	-9	-5	17	2
4	C=CCNC(=S)N/N=C/c1cccc([N+](=O)[O-])c1	6	1.1	3	1	0.7	4	3	3	-13	-10	4
5	O=C(NCc1n[nH]c(=S)n1-c1cccc(Cl)c1)c1cccs1	3	-0.8	-1	9	1.5	4	1	10	-36	-1	7
6	Cn1cnnc1Sc1nc2ccccc2nc1NS(=O)(=O)c1ccccc1	-2	1.4	-3	-13	4.4	15	-4	11	nt	9	-1
7	COc1ccc(C(=O)NCC(=O)OCC(=O)NCc2cccs2)cc1	2	-3.5	-2	-2	-0.5	1	-2	5	16	nt	-3
8	Cn1cccc1C1C=C(c2ccc(C(C)(C)C)cc2)Nc2ncnn21 (stereo not given)	-1	1.3	nt	-16	2.0	4	-4	-16	-23	-6	-3
9	O=C(Cn1nc(CNc2ccc(Br)cc2)[n+]2c1CCCCC2)c1ccc([N+](=O)[O-])cc1	-2	2.3	12	11	-2.0	12	3	-9	2	-3	7
10	O=C(CN1C(=O)CCC1=O)Nc1nc(-c2ccc(Cl)s2)cs1	8	0.7	-1	9	-0.8	4	-3	7	-5	nt	-1
11	CCOC(=O)C1(CCOc2ccccc2)CCN(Cc2ccc(O)c(OCC)c2)CC1	3	2.9	2	1	nt	2	-5	2	6	22	14
12	Cc1cc(C)c(C#N)c(Nc2ccccc2F)n1	0	1.1	-3	-11	0.2	8	3	-3	-17	2	5
13	CC(=O)Nc1ccc(NC(=O)Cn2ccc([N+](=O)[O-])n2)cc1	4	-0.2	0	2	-0.6	-6	-2	-1	-3	187	-17
14	COC(c1ccccc1)c1nnc(CCC(=O)N2CCN(Cc3cccs3)CC2)o1 (stereo not given)	-3	-1.6	-3	-9	0.2	4	-4	-1	-18	5	-16
15	CCO[C@@H]1OC(C(=O)NC2CC2)=C[C@H](C2CCCCC2)[C@H]1CCCO	-3	0.3	nt	-3	-2.1	0	3	-5	-12	-4	-4
16	CCC(CO)NCc1ccc(Br)cc1 (stereo not given)	-3	-3.7	4	-7	0.2	-1	-4	5	-1	-11	nt
17	CC(OC(=O)CN(C)S(=O)(=O)c1ccc(Cl)cc1)C(=O)Nc1cccc(Cl)c1 (stereo not given)	-13	0.5	9	-8	0.8	3	0	-10	nt	-24	nt
18	Cc1ccc(N2CCN(CCc3nc4cc(NC(=O)c5ccco5)ccc4n3C)CC2)cc1	-8	-1.5	2	-1	0.0	5	2	0	nt	8	-6
19	Cc1cccc(NC(=S)NCC(c2cccnc2)N(C)C)c1C (stereo not given)	-6	0.0	0	-2	-0.5	-2	-1	0	2	-8	-3
20	Cc1nc2cc3ccccc3cc2n1C	2	-2.4	14	-4	3.0	10	-6	1	9	-1	0
21	CCOC(=O)c1c(C)c(C(=O)NCCc2ccccc2)c(C)n1C	10	1.6	-1	0	0.9	-9	3	-2	nt	-28	0
22	COc1ccc(-c2ccc(OC)c([C@H]3[C@H]4C=CC[C@@H](C)[C@@H]4C(=O)N3Cc3ccccc3)c2)cc1OC	-4	-2.6	nt	-11	-1.6	4	-2	-1	20	5	0
23	Cc1cc(C(=O)CSc2nnc(Nc3ccccc3F)s2)c(C)n1CC1CCCO1 (stereo not given)	-11	-1.0	2	5	1.3	-6	-6	0	-13	nt	0
24	COc1ccc(-c2cc(-c3cc(C)ccc3O)[nH]n2)cc1	2	-9.3	-1	3	0.5	0	3	1	-5	87	0
25	CCN(CC)c1ccc(C=Nc2ccccc2C)c(O)c1	0	-0.3	8	-8	-0.3	2	-1	-1	14	1	-10
26	CCOc1ccc(NC(=O)C2CC(=O)N(CCc3ccccc3)C2)cc1OC (stereo not given)	3	-5.8	-2	-21	1.1	3	-5	-14	nt	8	-1
27	O=C(N/N=C/c1ccc([N+](=O)[O-])cc1)c1cc(C2CC2)nc2ccccc12	-7	0.2	0	-14	0.7	0	-1	-1	-29	-10	1
28	COc1ccc(NC(=O)NNC(=O)C(C)Oc2ccc3ccccc3c2)cc1OC (stereo not given)	-9	0.1	1	-5	-0.2	-1	7	-9	-59	1	-1
29	Cc1nn(-c2ccccc2)c2c1C(c1ccc(Br)s1)C(C#N)=C(N)O2 (stereo not given)	5	-1.3	nt	6	0.2	7	0	-3	-2	nt	23
30	CC(C(=O)NCCC1=CCCCC1)N1C(=O)c2ccccc2C1=O (stereo not given)	-2	-2.2	0	-10	-0.4	1	6	-6	-30	2	-7

# The last two entries of the part above lead into the next:
no.	Structure	Cardiac RTF inh	CDK5 inh	NSD2 inh	PvdQ inh	LANA DNA inh	cardiac RTF act	Keap1-Nrf2 PPI	dFosB activator	PfHsp90 set2	Mot1-301 SUMO	Rtt109 HAT inh
29	Cc1nn(-c2ccccc2)c2c1C(c1ccc(Br)s1)C(C#N)=C(N)O2 (stereo not given)	5	-1.3	nt	6	0.2	7	0	-3	-2	nt	23
30	CC(C(=O)NCCC1=CCCCC1)N1C(=O)c2ccccc2C1=O (stereo not given)	-2	-2.2	0	-10	-0.4	1	6	-6	-30	2	-7
31	CCOC(=O)C1(Cc2cccc(F)c2)CCN(CCCn2cccn2)CC1	-2	0.7	0	6	-8.8	3	3	-14	-4	87	-3
32	CC(C)CCNC(=O)CN(Cc1ccc(F)cc1)C(=O)CCC(=O)Nc1ccccn1	2	-1.5	6	-6	-0.9	0	-8	-4	0	-13	6
33	CC(c1ccccc1)n1cc(C(=O)NCCCn2ccnc2)nn1 (stereo not given)	0	-2.9	0	-13	-1.8	3	-5	-5	-9	10	6
34	Cc1nc(Sc2ccc(Br)cc2)c(C#N)c(C)c1[N+](=O)[O-]	-5	2.7	-1	15	0.0	3	-1	-6	-2	7	-2
35	CCOC(=O)N1CCN(C(=O)c2ccc3c(c2)N(Cc2ccccc2)CCS3)CC1	-2	-2.4	nt	-18	-0.7	-1	-4	-8	-3	4	1
36	COc1cccc(CNCc2ccccn2)c1OC	-20	-2.5	nt	-5	0.1	4	-2	0	-41	-7	-8
37	Cc1ccccc1OCC(=O)Nc1cc(S(=O)(=O)N2CCCCC2)ccc1N1CCN(C)CC1	nt	0.2	-4	-1	1.0	nt	-3	-6	11	-14	8
38	Cn1cccc1CC(=O)N/N=C/c1ccc(C(C)(C)C)cc1	-4	-3.8	8	-28	-3.8	4	-5	-4	-1	1	-4
39	Cc1ccc(S(=O)(=O)NCc2ccc(C(=O)N3CCc4ccccc4C3)cc2)cc1	-22	1.0	-1	-5	2.2	0	0	0	-9	3	-8
40	CCCN(C(=O)C1CSC2(C)CCC(=O)N12)c1c(N)n(Cc2ccccc2)c(=O)[nH]c1=O (stereo not given)	-17	-0.3	-3	9	-0.5	3	-4	8	7	-6	-5
41	COc1cc(C)ccc1OCCOCCOc1cc(C)c(C)cc1Br	1	-0.6	-3	-10	1.8	5	3	-1	1	-17	1
42	Cc1noc(C)c1CSc1nc2cc(S(=O)(=O)N3CCOCC3)ccc2o1	-2	-2.0	0	-15	-1.5	-1	3	-5	1	-11	-1
43	c1cc(CNCCNCc2ccncc2)ccn1	3	-1.9	-1	9	nt	-6	5	-6	20	nt	9
44	COc1cccc(N2CCN(C(=O)c3cc(-c4ccc(F)cc4)[nH]c3C)CC2)c1	-1	0.2	-6	-4	-0.2	3	1	-10	-27	337	-2
45	O=C(Cn1cncn1)NCc1ccccc1Br	0	-1.7	0	-19	-0.3	-1	-6	-2	-30	-6	-13
46	Cc1ccccc1NC(=O)CN(C)S(=O)(=O)c1cccc2cccnc12	-3	-0.1	nt	4	-0.6	0	-2	0	3	-11	2
47	O=C(CS(=O)CC(=O)Nc1cccc2c1CCCC2)Nc1ccc(F)cc1 (stereo not given)	-18	0.6	nt	-9	0.2	8	3	6	nt	-15	2
48	O=C1NN(c2ccccc2)C(=O)/C1=C/c1ccc(-c2ccc(Cl)c(C(=O)O)c2)o1	7	-0.8	24	-5	23	2	1	-2	15	nt	-7
49	COc1ccccc1N1CCN(S(=O)(=O)CCNC(=O)Cc2ccc(F)cc2)CC1	1	-0.5	0	-8	0.3	9	-5	-2	nt	-5	-3
50	CCOc1ccccc1N(C)C(=O)CCS(=O)(=O)c1ccc2c(c1)NC(=O)C(C)S2 (stereo not given)	-2	-0.3	nt	-7	1.3	0	-5	-12	-51	-5	-7
51	CCOc1cc(C(=O)Nc2ccc(S(=O)(=O)Nc3cnc4ccccc4n3)cc2)cc(OCC)c1OCC	0	2.9	0	-9	0.8	-1	-5	-1	-10	-23	2
52	O=C1c2ccccc2C(=O)N1CCC#Cc1ccc2cc(CCCO)oc(=O)c2c1	-1	0.8	nt	-5	1.5	-3	0	8	-6	20	-7
53	COc1cc(C)c(CN2CCC(n3nccc3NC(=O)C3CCOC3)CC2)cc1C (stereo not given)	0	nt	4	-11	-0.3	9	-8	-2	-23	2	2
54	O=C(NCc1cccnc1)c1cccc(Cl)c1	-1	1.3	10	-2	-0.2	-3	3	-8	16	-4	-19
55	CC(C)C(C(=O)NCc1ccco1)N(C(=O)CNS(=O)(=O)c1ccc(Cl)cc1)C1CCCC1 (stereo not given)	1	-1.4	8	-8	16	1	-2	-9	5	5	18
56	CN(C)CC(=O)N1c2ccccc2Sc2ccc(Cl)cc21	-4	-1.2	2	-8	1.5	-3	-7	-12	-9	14	nt
57	COc1ccc(N=C2SC(CC(=O)Nc3ccccc3)C(=O)N2CCc2ccccn2)cc1 (stereo not given)	3	-1.2	-3	-3	0.8	-17	1	-17	22	356*	12
58	C/C(=N\Nc1nc(N2CCOCC2)nc(N2CCOCC2)n1)c1cccc([N+](=O)[O-])c1	-9	-6.2	-1	-3	-0.1	-3	1	-4	17	45	3
59	N=c1c(S(=O)(=O)c2ccc(Br)cc2)cc2c(=O)n3ccccc3nc2n1Cc1ccccc1	-3	-0.4	-2	-11	1.3	7	-4	-7	-5	-14	-11
60	O=C(NCc1ccc(Cl)cc1)C1CCCCN1S(=O)(=O)c1ccccc1 (stereo not given)	-10	0.8	-14	-8	0.5	-2	-2	-6	-8	24	-1
61	CCN(C(=O)COC(=O)c1ccc[nH]c1=O)c1cccc2ccccc12	-1	-1.2	-3	2	0.3	-4	3	7	10	-2	-8
62	O=C(NCc1ccc2c(c1)OCO2)C1CC(=O)N(c2ccc(O)cc2)C1 (stereo not given)	-5	1.3	3	-1	-0.6	-2	-1	-4	-2	30	12
63	CC(=O)Nc1c(C(=O)O)oc2ccccc12	0	-0.3	-2	-7	-0.1	-3	-1	-3	nt	-32	nt

# Bioassay records: PubChem BioAssay, several laboratories

# Rows are unselected; overall some 3.2% were active at least once.
